EP2 mod – EP2 receptor (human) modulation. P43116. EP2-expressing cells, cAMP HTRF FRET, PGE2 co-stimulation. hit rate 0.83% among 260,000. induction, % at 25 µM;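 active = compounds whose cAMP rise, as percent of the full-agonist control response, exceeds 60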;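 also: rat C6 glioma line stably carrying human EP2 under a CMV promoter; the protocol text gives 20 µM as final concentration; 100% = response of wells given 1 µM PGE2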
CHOP inhibitor – inhibitors of CHOP induction in ER stress response | CHO-K1 CHOP-promoter luciferase, tunicamycin-induced, 15-18 h | inhibition, % at 10 µM | hit rate 3.8% among 220,000;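 active = compounds that reduced the stress-induced luciferase reporter signal by more than about 70% of percent inhibition, limit read from the data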;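 also: 0% = tunicamycin plus vehicle and 100% = wells without tunicamycin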
NPY-Y2 PAM-ag – potentiates or activates human NPY-Y2 receptor; P49146; cells expressing NPY-Y2, potentiator/agonist read-out; activation, % at 3.6 µM; hit rate 0.45% among 220,000; AID 1359; in the data active = activation above about 27%;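 also: cells stimulated with NPY near EC25 plus isoproterenol at EC100; 0% = vehicle plus submaximal agonist and 100% = vehicle plus saturating agonist; some results beyond the cut were filed as inactive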
TRPN1 ag – activates the zebrafish TRPN1 channel. activation, % at 3 µM. HEK293 zebrafish TRPN1-YFP, Fluo-8 calcium fluorescence; 100% = response to 87 µM carbachol. hit rate 0.18% among 220,000;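 active = activation above its plate's cutoff, the mean activation of test wells on that plate plus 3 SD, cut at about 19% in these data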;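 also: 0% = DMSO alone and 100% = 87 µM carbachol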
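Material – zebrafish TRPN1-YFP in HEK293 cells · Doses – 3 µM single point · Schedule – dye 1 h 37 °C plus 30 min RT · Signal – Fluo-8 calcium fluorescence, excitation 470-495 nm, emission 515-575 nm · Read-out – % activation versus carbachol response · Control set – carbachol high, DMSO low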
S1P4 antag – blocks the human S1P4 receptor. O95977. AID 1510. inhibition, % at 4.98 µM. S1P4-expressing cells, antagonist mode, reporter read-out. hit rate 0.26% among 220,000; in the data active = inhibition above about 29%;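 also: 0% = wells stimulated with agonist and 100% = vehicle wells without agonist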
S1P4 ag – agonists of human S1P4 receptor | activation, % at 4.98 µM | hit rate 0.35% among 220,000 | S1P4-expressing cell line, agonist reporter assay | O95977 | AID 1509; in the data active = activation above about 11%;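 also: 0% = DMSO vehicle and 100% = reference agonist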
NPY Y1 blocker – blocks the human neuropeptide Y Y1 receptor; HEK293-CNG Y1 cells, membrane potential fluorescence; NPY at EC95, then isoproterenol; inhibition, % at 3.6 µM; hit rate 1% among 200,000;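 active = inhibition above the campaign mean inhibition of all tested compounds plus 3 SD, cut at about 20% in these data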;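 also: 0% = DMSO wells given NPY plus isoproterenol and 100% = isoproterenol alone without NPY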
Target sequence (P25929 whole entry, looked up): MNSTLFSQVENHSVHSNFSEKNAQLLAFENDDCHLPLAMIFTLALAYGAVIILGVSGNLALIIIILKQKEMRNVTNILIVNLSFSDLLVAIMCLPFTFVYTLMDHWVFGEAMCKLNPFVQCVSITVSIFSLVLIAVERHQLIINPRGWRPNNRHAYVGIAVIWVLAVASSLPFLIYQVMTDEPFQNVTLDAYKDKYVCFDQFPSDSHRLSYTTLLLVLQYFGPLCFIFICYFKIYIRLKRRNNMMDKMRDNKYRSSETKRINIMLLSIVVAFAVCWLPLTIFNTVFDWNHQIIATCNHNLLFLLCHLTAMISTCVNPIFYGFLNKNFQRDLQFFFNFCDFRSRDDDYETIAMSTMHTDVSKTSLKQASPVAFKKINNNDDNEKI
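Assay system: HEK293 cells with Y1 receptor plus CNG channel | Probe or stimulus: NPY (25 nM), isoproterenol (1 µM), Ro 20-1724 (25 µM) | Timing: Compound incubation 1 h at room temperature, readout 45 min post-stimulation | Measured by: Membrane-potential fluorescent dye readout | Benchmarks: High control isoproterenol alone, low control NPY with isoproterenol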
NPY-Y1 PAM-ag – potentiates or activates human NPY-Y1 receptor. P25929. NPY-Y1 expressing cells, potentiator/agonist activation. activation, % at 3.6 µM. hit rate 0.37% among 220,000. AID 1304; in the data active = activation above about 33%, passing the limit was not always enough;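 also: cells stimulated with NPY at EC10 then isoproterenol at EC100; 0% = low agonist plus stimulus and 100% = saturating agonist plus stimulus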
TRPML3 ag – activates the human TRPML3 channel; hit rate 0.29% among 220,000; AID 1448; HEK293 TRPML3-YFP, Fluo-8 calcium fluorescence; 100% = the carbachol control signal; Q8TDD5; activation, % at 3 µM;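 active = activation above its plate's cutoff, the mean activation of the plate's test wells plus 3 SD, cut at about 12% in these data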;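 also: 0% = DMSO only wells and 100% = carbachol wells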
Target sequence (Q8TDD5 whole entry, looked up): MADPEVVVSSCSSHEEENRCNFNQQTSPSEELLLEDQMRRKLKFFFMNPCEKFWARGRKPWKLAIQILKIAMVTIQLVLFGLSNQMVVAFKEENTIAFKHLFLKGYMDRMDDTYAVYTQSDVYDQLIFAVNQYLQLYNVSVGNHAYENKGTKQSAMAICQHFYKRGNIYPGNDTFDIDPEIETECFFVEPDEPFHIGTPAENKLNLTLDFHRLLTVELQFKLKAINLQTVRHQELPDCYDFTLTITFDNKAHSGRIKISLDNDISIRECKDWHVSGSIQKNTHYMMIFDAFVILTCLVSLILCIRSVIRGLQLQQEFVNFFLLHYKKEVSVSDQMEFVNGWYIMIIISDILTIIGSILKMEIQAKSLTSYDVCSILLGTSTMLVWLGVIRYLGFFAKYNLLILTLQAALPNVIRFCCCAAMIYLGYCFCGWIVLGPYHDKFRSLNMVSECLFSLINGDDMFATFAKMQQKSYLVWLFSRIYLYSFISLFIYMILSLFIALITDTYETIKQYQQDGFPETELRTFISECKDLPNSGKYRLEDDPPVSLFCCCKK
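Material: HEK293 cells stably carrying human TRPML3-YFP; compound dosing: single dose, 3 µM final nominal compound, 0.3% DMSO final; incubation: 1-h 37 °C dye load, 5-s basal, 120-s post-compound reads; technique: Fluo-8 intracellular calcium fluorescence, excitation 470-495 nm, emission 515-575 nm; read-out basis: percent activation from peak-to-basal fluorescence ratio, scaled between DMSO and carbachol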
Starred values were filed as active, the others as inactive; x = not tested or not shown; & = joins results of further samples.

SMILES	EP2 mod	CHOP inhibitor	NPY-Y2 PAM-ag	TRPN1 ag	S1P4 antag	S1P4 ag	NPY Y1 blocker	NPY-Y1 PAM-ag	TRPML3 ag
COc1ccc(C(=O)NCC(=O)N/N=C(C)\C=C\c2ccccc2)cc1OC	25	43	-5	-1.1	-33	0.4	2	12	0.6
Cn1cccc1/C=C(/C#N)c1ccc(F)cc1	-25	-10	0	-3.7	-13	-0.7	-6	3	-1.4
CCOC(=O)c1ccc(CNCc2ccc(C)cc2)cc1	-35	18	-1	1.4	-12	-0.7	11	-25	-0.1
O=C(CSc1ccc2c(c1)OCCO2)NCCN1C(=O)CSC1=O	19	5	-1	0.2	3	-2.5	-3	-6	0.7
COc1cccc(COc2ccc3c(C)c(Cc4ccccc4)c(=O)oc3c2)c1	x	x	6	1.4	-6	-1.5	2	-3	1.1
Cc1ccc(Cn2nnnc2CN2CCC(NC(=O)c3ccccc3F)CC2)cc1	-17	-4	4	0.3	-10	-1.4	1	22	-0.2
COc1ccccc1C(=O)NCC(c1cccnc1)N(C)C (stereo not given)	29	24	2	0.4	-9	-1.1	-4	6	-0.1
Cc1cc(C)n(-c2nc3sc4c(c3c(=O)[nH]2)CCCC4)n1	-3	-75	-2	-0.1	4	-0.2	8	10	0.7
O=C(/C=C/c1ccco1)N(Cc1cccc(Cl)c1)C1CCS(=O)(=O)C1 (stereo not given)	29	-20	-16	0.5	-5	0.1	x	-21	-0.1
CC(Oc1ccccc1F)C(=O)NNC(=O)c1cc2ccccc2o1 (stereo not given)	-9	6	-13	0.0	-10	0.5	2	-9	0.4
COc1ccccc1-n1cc([C@@H]2C[C@H]3CN(c4ccccc4)C(=O)[C@]34CCCN24)cn1	26	102*	5	-1.5	-19	0.2	12	-15	0.6
COc1ccc(-c2cc(C(F)(F)F)n3nc(C(=O)NCc4ccco4)c(Cl)c3n2)cc1	28	11	0	0.1	1	0.7	-1	-12	0.3
CC(C)(C)/C(Cn1cncn1)=N\OC(=O)Nc1ccc(Cl)cc1	-10	18	9	4.1	7	1.2	1	9	1.3
O=C(NCCCN1CCCC1)C1CCN(C(=O)c2cc3sccc3n2Cc2ccc(F)cc2)CC1	-9	-20	4	0.9	-13	0.3	0	-8	0.5
COCCn1nnnc1C(c1ccccn1)N1CCN(c2cccc(C)c2C)CC1 (stereo not given)	22	15	-5	1.1	-12	-2.2	4	14	1.1
NS(=O)(=O)c1cnccc1Nc1ccc(Cl)cc1	15	34	-1	0.2	6	0.4	-2	-10	0.1
COc1ccc(C2=NOC(C(=O)N(C)Cc3ccccc3)C2)cc1 (stereo not given)	-20	-9	-6	1.6	-2	0.4	2	4	1.9
Cc1ccc(/C=N/NC(=O)CNC(=O)c2ccc(S(=O)(=O)N(C)C)cc2)o1	-11	13	-12	0.1	0	-1.0	0	2	1.2
COC(=O)c1ccc(COc2ccccc2/C=N/O)o1	-12	6	-1	-1.8	-1	1.7	x	2	-0.1
CCOC(=O)c1ccc(NC(=S)N(CCCN(CC)CC)Cc2ccco2)cc1	-28	15	6	0.7	-12	-0.1	-1	7	1.0
CC1=NN(c2ccccc2)C(=O)/C1=C\c1cc(C)n(-c2ccccc2)c1C	15	-2	1	0.5	-19	-1.3	-1	-30	0.3
CCOc1ccc(NC(=O)CNC(=O)c2ccc([N+](=O)[O-])cc2)cc1	6	11	0	0.0	-5	-0.6	3	-1	0.9
NNC(=O)c1ncoc1-c1ccc(Cl)cc1	-7	18	6	3.5	-6	2.2	x	11	1.0
CCC(=O)N1CCN(c2ccccc2NC(=O)COc2ccccc2Cl)CC1	8	0	-20	-0.3	-4	-0.5	7	-9	-0.1
CCc1ccc(NC(=O)CS(=O)CC(=O)NCC2OCCc3ccccc32)cc1 (stereo not given)	7&-40	13	-2	-1.1	-10	-1.6	-7	-13	0.1

Grouped by structure: the entries above with a thiophene ring, fused or not (two)
SMILES	EP2 mod	CHOP inhibitor	NPY-Y2 PAM-ag	TRPN1 ag	S1P4 antag	S1P4 ag	NPY Y1 blocker	NPY-Y1 PAM-ag	TRPML3 ag
Cc1cc(C)n(-c2nc3sc4c(c3c(=O)[nH]2)CCCC4)n1	-3	-75	-2	-0.1	4	-0.2	8	10	0.7
O=C(NCCCN1CCCC1)C1CCN(C(=O)c2cc3sccc3n2Cc2ccc(F)cc2)CC1	-9	-20	4	0.9	-13	0.3	0	-8	0.5

(cont.)
SMILES	EP2 mod	CHOP inhibitor	NPY-Y2 PAM-ag	TRPN1 ag	S1P4 antag	S1P4 ag	NPY Y1 blocker	NPY-Y1 PAM-ag	TRPML3 ag
COc1ccccc1NC(=O)CSc1nnc(CCNC(=O)c2ccc(C)cc2)n1C	-4	-1	-26	-0.8	-10	0.8	2	13	-0.2
COc1ccc(C(=O)Nc2cccc(C(C)=O)c2)cc1OC	-5	41	9	4.1	-19	0.3	4	-8	1.1
O=[N+]([O-])c1ccc2c(c1)C(O)n1ncnc1S2 (stereo not given)	1	3	-7	-1.6	3	-1.8	1	-4	0.5
CCCNC(=O)c1nnsc1S(=O)(=O)c1ccc(Cl)cc1	-74	108*	-22	-0.1	64*	-3.0	-4	-4	5.0
COC(=O)c1c(-c2ccccc2)csc1N1C(=O)Nc2ccccc2N1O	-20	5	-16	-0.6	-2	1.8	6	-17	0.2
O=P(O)(O)c1ccccc1OCCCCCOc1ccccc1P(=O)(O)O	22	51	8	-0.9	-29	5.0	-2	13	0.0
COc1cc2cc(C(c3nnnn3C3CCCC3)N3CCCCCC3)c(=O)[nH]c2cc1OC (stereo not given)	6	16	-10	-0.5	0	-1.6	-3	15	0.8
COc1cc(OC)cc(C(=O)NCCSC2CCCCC2)c1	-25	16	-15	-1.6	2	0.5	-2	-14	-0.1
COc1ccc(C(=O)Nc2ccc(S(=O)(=O)Nc3cc(C)nc(C)n3)cc2)cc1	-4	-26	7	2.4	-8	-0.9	x	18	1.3
COc1ccc(C(CC(=O)O)NC(=O)OC(C)(C)C)cc1 (stereo not given)	18	16	-2	0.8	-6	0.6	0	-9	-0.1
Cc1cc(C(=O)CSc2nnnn2C)c(C)n1Cc1ccco1	-10	3	5	0.9	-5	-0.8	x	17	0.0
COc1cc(C(=O)NCC(=O)N/N=C/c2ccc(OC(=O)c3ccco3)cc2)cc(OC)c1OC	-19	9	6	0.2	10	21*	-6	6	-0.3
O=C(CN1CC(=O)Nc2ccccc21)NCCc1ccc(Cl)cc1Cl	-28	0	13	0.8	4	-0.3	6	10	0.9
CC1=CC(=O)[C@H]2C(C)(C)CCC[C@]2(C)[C@@]1(O)CO	-13	5	-10	1.6	5	-0.1	3	-7	0.5
Cc1ccc(CCN2C(=O)CCC2(C)C(=O)NC2CCCC2)cc1 (stereo not given)	-14	-2	6	-0.7	-4	0.0	3	6	-0.2
CCN(CC)CC(C)OC(=O)c1cc(OC)c(OC)c(OC)c1 (stereo not given)	-3	-12	10	0.8	-2	0.9	-4	-17	1.3
CCOc1cc(C(=O)Nc2ccccc2N2CCN(S(C)(=O)=O)CC2)cc(OCC)c1OCC	-4	-1	5	2.5	-5	0.8	15	-29	0.2
Cc1ccc(S(=O)(=O)NCC(=O)OCc2ccccc2Br)cc1	28	-3	-3	-3.4	7	-1.1	2	-13	-0.4
NS(=O)(=O)c1ccc(NC(=O)COC(=O)COc2ccc(Cl)cc2)cc1	-16	3	5	1.5	7	-2.6	3	16	1.5
C=CCc1cc(Cl)ccc1OCCN1CC(C)OC(C)C1 (stereo not given)	18	-20	6	-1.4	-4	-1.0	13	10	0.1
O=C(COC(=O)c1ccccn1)Nc1ncc(C(F)(F)F)cc1Cl	6	-1	2	1.7	-22	-0.4	-4	-12	0.1
O=C1OC(NCc2cccnc2)(c2ccc(Cl)cc2)c2ccccc21 (stereo not given)	13	5	10	-0.1	-5	-0.8	3	5	0.2
CCc1ccc(C(C(=O)NCCOC)N(C(=O)Cn2nnc3ccccc32)c2cccnc2)cc1 (stereo not given)	30	-6	11	0.0	-9	4.0	0	8	1.0
COc1cccc(NC(=O)CN(c2cccc(F)c2)S(C)(=O)=O)c1	-9	28	12	0.1	-8	1.1	1	-27	0.6
Cc1cccc(OCC(=O)Nc2ccc(N3CCN(S(C)(=O)=O)CC3)cc2)c1C	34&1	22	3	-0.5	-4	-2.4	5	0	0.4

The list continues:
SMILES	EP2 mod	CHOP inhibitor	NPY-Y2 PAM-ag	TRPN1 ag	S1P4 antag	S1P4 ag	NPY Y1 blocker	NPY-Y1 PAM-ag	TRPML3 ag
COc1ccc(-c2cc3nc(C)cc(C)n3n2)cc1	8	-34	17	-0.6	-3	2.5	0	-3	0.5
COc1ccccc1N1CC(C)(C)C(=O)N(C(=O)c2c(F)cccc2Cl)C1=S	30	1	0	0.8	1	-1.4	x	3	0.8
CCOC(=O)c1c(C)[nH]c(C)c1C(=O)COC(=O)CNC(=O)C1CCCCC1	32	4	7	-2.5	-7	-0.8	-7	17	-0.6
Cc1cc(C)n(-c2ccc3cccc(NS(C)(=O)=O)c3n2)n1	-6	74*	2	0.5	0	-3.1	-2	5	1.1
CCOc1ccc(NC(=O)CSc2nnc(Cn3cnc([N+](=O)[O-])n3)n2C)cc1	20	25	18	-0.6	-10	-1.3	-3	4	1.4
Cc1cccc(C2(c3cccc(C)c3)CC2C(=O)NCC2CCCO2)c1 (stereo not given)	35	29	-12	-0.3	-21	1.6	12	8	0.5
O=C(O)CCC(=O)Nc1ccc(S(=O)(=O)Nc2nccs2)cc1	17&33	9	11	1.6	-4	1.2	1	9	1.7
Cc1ccc(-c2csnn2)cc1	10	6	8	-0.5	-3	0.9	x	8	-0.4
O=C(NCCCN1CCOCC1)c1ccc(N2CCCC2)c([N+](=O)[O-])c1	-5	-1	-15	0.8	-11	-2.0	-3	-3	0.4
C/C(=N\NC1=NCCN1)c1ccc(Cl)cc1	-13	-1	-13	5.0	-5	-0.4	x	-19	1.7
Cn1cc(CN2CCCC(C(=O)c3cccs3)C2)c(-c2cccc(Cl)c2)n1 (stereo not given)	-58	20	-11	0.0	1	0.8	16	-8	0.6
CC1CCCCC1NC(=O)Cn1[nH]c(=O)c2ccccc2c1=O (stereo not given)	22	-10	-21	1.3	-8	0.4	3	18	0.5
O=C(Cn1cnc2ccccc21)N/N=C/c1ccccn1	-5	-5	2	0.7	0	1.9	3	14	0.1
CCC[N+]1(CC#CC2(O)CCCCC2)CCOCC1	31	3	5	1.3	1	-0.7	-2	9	0.7
COC(=O)c1c(NC(=O)COC(=O)CCc2ccc(S(=O)(=O)N3CCOCC3)cc2)sc2c1CCC2	1	1	-5	-1.8	-15	0.8	-2	-10	0.6
O=c1[nH]c(-c2ccccc2)c(-c2ccccc2)[nH]1	12	2	-10	0.8	2	1.3	-6	0	0.8
Cn1c(=O)c2c(nc(NCc3ccco3)n2CCc2ccccc2)n(C)c1=O	-7	10	14	0.5	-7	1.9	9	0	0.3
CC1(C)CC(=O)C(C2C3=C(CC(C)(C)CC3=O)OC3=C2C(=O)CC(C)(C)C3)=C(O)C1	-2	3	7	1.0	3	-2.4	x	-10	0.9

Screens (PubChem BioAssay)
